# Assay outcomes as filed in PubChem.
# Lipid droplet = hepatic lipid droplet formation modulation; 0.4% of 240,000 active; AML12 mouse hepatocytes, oleate lipid droplets, BODIPY imaging; inhibition, % at 6.5 µM; AID 1656;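 active = lipid droplet intensity inhibited by at least 50%, with more than 500 cells counted; inconclusive = wells with under 300 cells, treated as cytotoxic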
#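 Material: mouse AML12 hepatocyte cell line, fixed after treatment; Timing: compound with oleate, overnight; Technique: high-content imaging of BODIPY-stained droplets and DAPI nuclei; Probe or stimulus: oleate, 100 µM final; Dosing: compound at 6.5 µM only.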
# K1F lysis inhibition = inhibition of K1F phage lysis, E. coli UTI89, bacterial capsule biogenesis inhibitors, alamar blue (AID 488966). E. coli UTI89 K1F phage lysis, alamar blue, 2 h; higher % means a stronger effect. one-dose inhibition, % at 100 µM; IC50 in µM for titrated hits. 0.02% of 340,000 active;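 active = phage lysis inhibition, versus mean bacterial control, above a set limit; inconclusive = no clear call, values can overlap the other calls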;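 note: capsule biogenesis inhibitors block K1F phage lysis so surviving cells raise fluorescence; higher fluorescence means more inhibition of phage lysis; actives were called in the ten point dose series up to 300 µM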
# Myeloid diff 2 = myeloid differentiation induction | 1% of 360,000 active | ER-HoxA9 myeloid progenitors, lysozyme-GFP differentiation, flow cytometry | calls only at 10 µM | AID 624256;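 active = normalized GFP-positive differentiation at or above the plate's own cutoff, the solvent-only control mean plus 3 SD; inconclusive = no clear call, values can overlap the other calls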;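 note: cells exposed to compound for four days before flow analysis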
# Lipid droplet cells 6.5 µM = further read-out of Lipid droplet, marked with its call; cell count; measured here: cell count, cytotoxicity flag;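 cells counted across two imaged fields per well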
# Myeloid diff 2 GFP+ MAC1+ % = second read-out of Myeloid diff 2, no call of its own (marks repeat the call); GFP+ MAC1+ double positive, %; measured here: differentiation confirmed by MAC1 staining
# * marks the source's active call; other numbers are inactive results; i = inactive; ? = inconclusive; . = not tested or not shown; + = active, no number; [ ] = another dose, or the depositor's remark. Not all compounds are listed; count on the stated rates, not on these rows.
Structure	Lipid droplet	Lipid droplet cells 6.5 µM	K1F lysis inhibition	Myeloid diff 2	Myeloid diff 2 GFP+ MAC1+ %
CCOC(=O)c1ccc(NC(=O)Cn2nc(C)c3ccccc3c2=O)cc1	16	807	1.3%	i	0.9
N=C1/C(=C\c2ccc(Br)o2)C(=O)N=C2SC(CC(=O)N3CCOCC3)=NN12	3	706	-1.1%	?	.
Cc1ccc(NC(=O)CCc2c(C)nn(-c3ccc(N4CCOCC4)nn3)c2C)c(C)c1	18	742	0.2%	i	0.7
CSCC[C@H](NC(=O)[C@@H]1Cc2ccccc2CN1)C(=O)Nc1ccc2c(c1)OCCO2	10	757	0.5%	i	2.6
Cc1ccc2c(cnn2C(=O)CCC(=O)NC2CCCC2)c1	4	742	-0.7%	i	0.5
COc1ccc(NC(=O)CCNC(=O)Cn2ccc3ccccc3c2=O)cc1Cl	4	852	0.1%	i	0.9
COc1ccccc1CN1CC(C(=O)NCc2ncccc2C)CCC1=O (stereo unspecified)	15	863	1.4%[50 µM]	i	0.5
Cc1oc2cc3oc(=O)c(CC(=O)NCCCC(=O)O)c(C)c3cc2c1C	-19	615	-0.2%	i	0.7
Cc1ccc(/C=N\NC(=O)Cc2noc3ccccc23)cc1	-7	778	0.0%	i	0.7
Cc1ccc(Cn2ccsc2=NC(=O)COC(=O)C(C)C)cc1	-2	613	-0.2%	i	1.1
CC(=O)Oc1cccc(Nc2ncnc3ccccc23)c1	0	774	1.5%	i	0.3
COc1ccc(CNC(=O)c2cc(C(C)=O)c[nH]2)cc1	4	392	0.3%	i	0.6
Cc1nn(CC(=O)Nc2ccc(Cl)cc2)c(=O)c2cc(-c3ccccc3)nn12	-7	703	0.2%	?	.
S=c1[nH]nc(-c2c[nH]c3ccccc23)o1	-5	814	0.2%	i	0.4
COC(=O)c1ccc(CN2CCCC(C(=O)Nc3ccc(-c4ccn[nH]4)cc3)C2)cc1 (stereo unspecified)	-5	699	0.6%[50 µM]	i	1.4

Structure	Lipid droplet	Lipid droplet cells 6.5 µM	K1F lysis inhibition	Myeloid diff 2	Myeloid diff 2 GFP+ MAC1+ %
CCCN(CCC)S(=O)(=O)c1ccc(C(=O)NCc2ccco2)cc1	-1	838	0.0%	i	0.5
Cc1ccc(S(=O)(=O)Nc2c(NC3CCCCC3)c3ccccc3oc2=O)c(C)c1	-12	617	0.3%	i	1.2
CCC(NC(=S)NC1CCCCC1)c1ccc(C)cc1 (stereo unspecified)	2	871	0.0%	i	0.0
CCOC(=O)C1CCN(C(=S)NC(=O)c2cccs2)CC1	-7	830	0.4%	i	0.1
COCCCNc1nc2c(c(=O)n(Cc3ccc(F)cc3)c(=O)n2C)n1C	-3	833	0.1%	i	0.6
COc1ccc(Cl)cc1S(=O)(=O)NC(C)C(=O)NCc1ccc2c(c1)OCO2 (stereo unspecified)	-19	742	-0.3%	i	0.2
O=C(Cc1ccccc1)NCC(=O)N/N=C/c1ccc(C(=O)O)cc1	21	564	0.1%	i	1.0
COc1cccc(NS(=O)(=O)NC(=O)c2c(C)[nH]c3ccccc23)c1	-19	683	0.4%	i	0.5
COc1cccc(CN2CC(C(=O)NCCCc3ccncc3)CCC2=O)c1 (stereo unspecified)	-2	660	0.1%	i	0.6
CC(C)(C)C(CN1CCCC1)OC(=O)c1ccccc1 (stereo unspecified)	-4	773	0.3%	i	0.6
COc1ccc(N(CC(=O)N2CCN(Cc3ccccc3)CC2)S(C)(=O)=O)c(OC)c1	-8	812	0.0%	i	0.9
Cc1c(NC(=O)Nc2ccc(C#N)cc2)c(=O)n(-c2ccccc2)n1C	5	420	0.2%[50 µM]	i	0.6
CC1CC[C@@]2(OC1)O[C@H]1CC3[C@@H]4C[C@@H](O)[C@@]5(O)C[C@@H](O)[C@H](O)C[C@]5(C)[C@H]4CC[C@]3(C)[C@H]1[C@@H]2C (stereo partly specified)	-3	844	0.3%	i	0.6
CC(Oc1ccc(Cl)cc1)C(=O)NCC1CCCO1 (stereo unspecified)	1	796	0.3%	i	4.5
CCOc1ccccc1CNC(=O)CCc1cn(C)c2ccccc12	-52	788	0.1%	i	0.6

Structure	Lipid droplet	Lipid droplet cells 6.5 µM	K1F lysis inhibition	Myeloid diff 2	Myeloid diff 2 GFP+ MAC1+ %
Cc1ccc(S(=O)(=O)N2CCN(C(=O)c3ccco3)CC2)cc1C	4	839	0.1%	i	0.3
COc1ccc(C(C)NCCC(c2ccc(OC(C)C)cc2)c2ccccc2OC)cc1 (stereo unspecified)	-30	769	-2.0%[50 µM]	+	0.2*
NC(=O)c1nsc(C(=O)N(Cc2ccco2)C(C(=O)NC2CCCC2)c2ccc(O)cc2)c1N (stereo unspecified)	-8	815	-0.3%	i	1.2
O=C(Nc1cccc(Cl)c1Cl)C1CCN(C(=O)c2cccs2)CC1	-19	766	0.5%	i	0.6
CC(C(=O)NCc1ccco1)n1ccc2cc(S(=O)(=O)N3CCCC3)ccc21 (stereo unspecified)	2	790	0.2%	i	0.0
CCCCc1nc2cc(C(=O)N3CCCCC3CC(=O)OCC)ccc2o1 (stereo unspecified)	4	833	-0.1%	i	1.0
CCc1cccc(NC(=O)c2cccc(S(=O)(=O)N3CCN(C)CC3)c2)c1	-2	794	0.0%	i	0.7
CN(C)c1ccc(NC(=O)c2ccc(N3CCOCC3)nc2)cc1	6	798	0.5%	i	0.8
O=C(CSC(=S)N1CCCC1)N1CCN(S(=O)(=O)c2cccc([N+](=O)[O-])c2)CC1	1	871	-0.1%	i	0.0
Cc1ccnc(Nc2nc(-c3ccc(O)cc3)cs2)c1	-10	799	4.9%	i	0.6
C=CCOc1ccc(C(=O)/C=C2/C(=O)Nc3ccccc32)cc1	2	725	0.2%	?	.
COc1ccccc1CNS(=O)(=O)c1c(C(=O)N2CCCCCC2)c(C)n(C)c1C	-16	694	0.2%	i	4.1
COc1cccc(/C=N/Nc2ccnc(=O)[nH]2)c1O	14	842	0.1%	i	1.1
O=C1CCCN1CC(O)CS(=O)(=O)Cc1ccc(Cl)c(Cl)c1 (stereo unspecified)	-3	821	1.0%	i	0.9
Cn1nc(C(=O)N2CCN(c3ccccc3F)CC2)c2c1-c1ccccc1S(=O)(=O)C2	32	731	0.7%	i	0.5

# 3 entries already listed, sorted by the value under Myeloid diff 2 GFP+ MAC1+ %, lowest first:
Structure	Myeloid diff 2 GFP+ MAC1+ %
O=C(CSC(=S)N1CCCC1)N1CCN(S(=O)(=O)c2cccc([N+](=O)[O-])c2)CC1	0.0
Cc1oc2cc3oc(=O)c(CC(=O)NCCCC(=O)O)c(C)c3cc2c1C	0.7
COC(=O)c1ccc(CN2CCCC(C(=O)Nc3ccc(-c4ccn[nH]4)cc3)C2)cc1 (stereo unspecified)	1.4

# (next part)
Structure	Lipid droplet	Lipid droplet cells 6.5 µM	K1F lysis inhibition	Myeloid diff 2	Myeloid diff 2 GFP+ MAC1+ %
O=C(NC(=S)NC1CCCCC1)c1ccccc1[N+](=O)[O-]	6	837	-0.1%	i	0.5
Cc1ccc(C(C)(C)NC(=O)C2CCC(=O)N(C3CCCCCC3)C2)cc1 (stereo unspecified)	0	819	-0.2%	i	0.4
COc1ccccc1C(=O)NNC(=O)c1ccccc1	1	794	1.6%	i	0.5
Cc1onc(-c2c(F)cccc2Cl)c1C(=O)N(C)C1CCCCC1	-24	805	0.1%	i	1.7
COc1cc(C)c(Br)cc1S(=O)(=O)NCc1cccs1	-4	836	0.3%	i	1.0
Cn1c(CNC(=O)C(Cc2ccccc2)NC(=O)c2ccccc2F)cc(=O)n(C)c1=O (stereo unspecified)	2	773	0.1%	i	2.0
Cc1cc(OCC(=O)NN2C(=O)c3ccccc3C2=O)ccc1Cl	8	823	1.4%	i	0.5
CCOC(=O)c1c(NC(=O)c2ccc(S(=O)(=O)N(C)CC3CCCO3)cc2)sc2c1CCN(C)C2 (stereo unspecified)	21	740	0.0%	i	2.0
O=C(O)c1ccccc1NC(=O)C(Cc1ccccc1)N1C(=O)c2ccccc2C1=O (stereo unspecified)	-11	796	0.5%[50 µM]	i	0.7
O=c1[nH]c(NCCO)nnc1Cc1ccc(Cl)cc1	17	427	0.1%	i	0.3
Cc1ccccc1NC(=O)CN1C(=O)c2cccnc2Oc2ccc(Cl)cc21	-3	716	-0.5%	i	1.7
O=C1C2CCCCN2C(=O)N1CCCCN1CCN(c2ccccc2Oc2ccccc2)CC1 (stereo unspecified)	0	871	0.9%	i	0.5
Cc1cccc(NC(=O)c2cccc(N3C(=O)CCC3=O)c2)c1	-2	816	-0.5%[50 µM]	i	0.3
CC(=O)c1cccc(CN2CCC(n3nccc3NC(=O)CCOc3ccccc3)CC2)c1	2	835	-0.1%	i	0.7
O=C(O)COCC(=O)N1CCCN(c2ccc(C(F)(F)F)cn2)CC1	4	724	0.9%[50 µM]	+	22*

# An excerpt from above, showing only K1F lysis inhibition and Myeloid diff 2 GFP+ MAC1+ %:
SMILES	K1F lysis inhibition	Myeloid diff 2 GFP+ MAC1+ %
COc1ccccc1C(=O)NNC(=O)c1ccccc1	1.6%	0.5
Cc1onc(-c2c(F)cccc2Cl)c1C(=O)N(C)C1CCCCC1	0.1%	1.7

# (continued)
Structure	Lipid droplet	Lipid droplet cells 6.5 µM	K1F lysis inhibition	Myeloid diff 2	Myeloid diff 2 GFP+ MAC1+ %
Cc1cc(=O)n2nc(N3CCCC(C(=O)NCc4ccccc4C)C3)sc2n1 (stereo unspecified)	-2	720	-0.3%	i	1.6
CCOc1c(Br)cc(C2CC(=O)Nc3cc(OC)c(OC)cc32)cc1OC (stereo unspecified)	-6	867	0.1%	i	0.5
O=C(Nc1nc2ccccc2s1)C1CCN(C(=O)c2ccco2)CC1	10	792	-0.2%	i	0.6
Cc1ccc(S(=O)(=O)NN2C(=O)/C(=C/c3cccnc3)SC2=S)cc1	16	421	0.5%[50 µM]	i	0.8
CCc1cccc(NS(=O)(=O)c2ccc3c(c2)N(C)CCO3)c1	-10	619	0.0%	i	4.1
CCOc1ccccc1NC(=O)c1csc(C)c1C	-6	776	0.5%[50 µM]	i	1.7
CCOC(=O)c1ccc(NCc2cccnc2)cc1	-2	793	-0.2%	i	0.2
COc1ccc(NC(=O)c2cc3ccccc3cc2OC)cc1	3	819	0.2%	i	0.3
COc1ccc(S(=O)(=O)N2CCN(C(=O)N3CCOCC3)C2C)cc1 (stereo unspecified)	-1	757	0.7%	i	0.2
CCOc1ccc(NC(=O)CSc2ccc(-c3cccnc3)nn2)cc1	-26	702	0.2%	i	0.4
Cc1cc2c(cc1S(=O)(=O)N1CCCC1)n(C)c(=O)c(=O)n2C	-1	811	2.0%	i	1.5
C=CCc1cc(Cl)ccc1OCCCn1ccnc1	-2	754	2.5%	i	0.5
CCN(CC)c1ccc2cc(C(=O)NCc3ccc(F)cc3)c(=N)oc2c1	12	668	0.2%	i	0.9
CCOc1cc(Br)c(COc2ccc(C)nc2[N+](=O)[O-])cc1OCC	14	745	-0.1%	i	0.7
CC(=O)NC(CC(=O)N1CCCC1)c1ccccc1 (stereo unspecified)	8	696	-0.1%	i	0.9

Structure	Lipid droplet	Lipid droplet cells 6.5 µM	K1F lysis inhibition	Myeloid diff 2	Myeloid diff 2 GFP+ MAC1+ %
O=C(NCc1ccccc1)C(=O)NCC1OCCN1S(=O)(=O)c1ccc(Br)cc1 (stereo unspecified)	-4	837	-0.1%[50 µM]	i	1.9
C=CCNC(=O)COCc1cc(-c2ccc3c(c2)OCO3)on1	21	810	0.0%	i	0.3
CCCCCCCCCn1ccc(=N)cc1	-5	715	3.2%	?	.
COc1ccc(-n2c(SCC#N)nc3c(sc(=S)n3-c3ccccc3)c2=O)c(OC)c1	-29	794	0.3%	i	0.4
O=C(Nc1ccc(F)cc1)C1(S(=O)(=O)c2ccc(Cl)cc2)CC1	-27	790	-0.2%	i	1.3
CCOC(=O)C1=C(COC(=O)Cc2ccccc2)NC(=O)NC1C (stereo unspecified)	-4	669	-0.1%	i	2.5
O=C(Cc1cc(=O)oc2cc(O)ccc12)N[C@@H](Cc1c[nH]c2ccccc12)C(=O)O	9	848	0.7%[50 µM]	i	0.3
Cc1cc(Cl)ccc1OC(C)C(=O)NN1C(=O)c2ccccc2C1=O (stereo unspecified)	-1	839	0.1%	i	0.9
C=CCn1c(=O)c(C(=O)Nc2ccc(C)cc2)c(O)c2ccccc21	-1	801	-0.8%	i	0.9
CCOc1ccc(NC(=O)CSc2nnc(-c3cc(C)[nH]n3)n2N)cc1	-4	675	0.3%	i	1.4
Cc1ccc(C)c(N(CC(=O)NC2CCCC2)C(=O)CCC(=O)Nc2cc(C)on2)c1	-8	769	-0.1%	i	1.8
COc1cccc(NC(=O)CCCn2nc(C)c3c(C)n(-c4ccccc4)nc3c2=O)c1	-10	690	2.4%	i	0.7
Cc1ccc(NC(=O)Cn2c([N+](=O)[O-])cnc2C)cc1Cl	-8	769	1.1%	i	0.8
O=C(c1cc2c(ccc3ccccc32)o1)N1CCCCC1	1	828	0.6%[50 µM]	i	0.6
COc1ccc(NC(=O)C2CCCN(S(C)(=O)=O)C2)cc1Cl (stereo unspecified)	9	801	-0.1%	i	0.7
